Screening results from PubChem.
ERK EGF inh: EGF-driven ERK pathway inhibition; Potency, µM (series often up to 11.5 µM), inactives show top-dose activity change, negative = inhibition, usual class: inhibitors; HEK293-V1b, EGF-stimulated phospho-ERK AlphaScreen; actives 0.41% (n = 130,000); active means well fitted inhibition curve with a large enough effect; inconclusive means small, poorly fitted or top-dose-only effect, or effect the other way;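 further: plate controls were stimulated vehicle wells for no effect and unstimulated vehicle basal for full effect; nearly all actives have a fitted effect of over 55% in size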
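Readout: AlphaScreen signal for phosphorylated ERK in lysed HEK293 cells stably expressing V1b. Stimulus 25 nM EGF, 5 min, following 30 min compound exposure. Data scaled to DMSO basal and full EGF activation.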
* = called active by the depositor; & = joins results of further samples; [ ] = remark or other dose. Potency means the concentration at half of the fitted maximal effect.

Results for O=C(NCc1ccc2c(c1)OCO2)C(=O)Nc1ccccc1 ?
ERK EGF inh: -1%

Results for O=C(O)C1C2C=CC(O2)C1C(=O)NCCC1=CCCCC1 (stereo not drawn) ?
ERK EGF inh: -3%

How did CCN(CC)c1ccc(NC(=O)c2ccccc2F)cc1S(=O)(=O)Nc1ccccc1OC do in these assays?
ERK EGF inh: 3%

Results for CSC1=N/C(=C/c2cccnc2)C(=O)N1Cc1ccc(Cl)cc1 ?
ERK EGF inh: inconclusive

Results for CCCCNC(=O)C(=O)NCCCn1ccnc1 ?
ERK EGF inh: 0%

How did Nc1ccn(Cc2cccc(F)c2)n1 do in these assays?
ERK EGF inh: 1%

How did COc1ccc(Nc2nc(-c3ccccc3)nc3ccccc23)cc1S(=O)(=O)N1CCOCC1 do in these assays?
ERK EGF inh: -13%[57.5 µM]

How did CCN(C(=O)CN1CCN(c2cccc(Cl)c2)CC1)c1c(N)n(Cc2ccccc2)c(=O)[nH]c1=O do in these assays?
ERK EGF inh: -4%

How did O=C(c1cccnc1)N1CCN(C(=O)c2ccco2)CC1 do in these assays?
ERK EGF inh: 1%

How did C=CCN(c1ccc(Cl)cc1)S(=O)(=O)c1cccc(C(=O)O)c1 do in these assays?
ERK EGF inh: 0%

How did CN1CCN(C(=S)NC(CC(=O)c2ccccc2)c2ccccc2)CC1 (stereo not drawn) do in these assays?
ERK EGF inh: 7%[57.5 µM]

Results for Cc1ccc(OCCNC(=O)/C=C/c2ccccc2)cc1 ?
ERK EGF inh: -4%

How did O=C(C1CCC(CNc2c(N3CCOCC3)c(=O)c2=O)CC1)N1CCN(c2ccccc2)CC1 (stereo not drawn) do in these assays?
ERK EGF inh: -5%

Results for COc1cccc(C(=O)NCC(=O)OCC(=O)c2ccccc2)c1 ?
ERK EGF inh: 1%

What do the screens show for `COc1cc(NC(=O)CCCOc2ccc(Cl)cc2Cl)c(C(=O)O)cc1OC`?
ERK EGF inh: 4%[57.5 µM]

Results for CC(C)(C)C(=O)COc1ccccc1[N+](=O)[O-] ?
ERK EGF inh: -1%

How did O=c1[nH]c2ccccc2nc1/C=C(\O)c1cccs1 do in these assays?
ERK EGF inh: 1%

What do the screens show for `O=C(COC(=O)/C=C/c1cccs1)NC(=O)Cc1ccccc1`?
ERK EGF inh: 5%

Results for O=c1c(O)c(-c2ccc(O)cc2O)oc2cc(O)cc(O)c12 ?
ERK EGF inh: 6%&-7%&17%&-2%

Results for CSCC(O)Cn1[nH]c(=O)c2cc(Cl)c(Cl)cc2c1=O (stereo not drawn) ?
ERK EGF inh: 2%[57.5 µM]

What do the screens show for `NC(=O)c1ccccc1NC(=O)NC1CCCCC1`?
ERK EGF inh: 0%

What do the screens show for `O=C(COC(=O)c1cccnc1Nc1ccccc1F)NC1CC1`?
ERK EGF inh: -2%

What do the screens show for `O=C(CSc1ccccc1)NCc1ccccn1`?
ERK EGF inh: -4%

Results for O=C(CC1SC(=Nc2ccccc2)N(CCc2ccccn2)C1=O)Nc1ccc(F)cc1 (stereo not drawn) ?
ERK EGF inh: 8%

How did Cc1cc([N+](=O)[O-])nn1CC(=O)Nc1c(C)n(C)n(-c2ccccc2)c1=O do in these assays?
ERK EGF inh: 3%

How did N#C/C(=C\c1cccc([N+](=O)[O-])c1)c1nnc2n1CCCCC2 do in these assays?
ERK EGF inh: 1%

What do the screens show for `COc1cc(CNc2ccc(CNc3ncn[nH]3)cc2)cc(Cl)c1OCc1ccccc1`?
ERK EGF inh: 16%

What do the screens show for `N#Cc1c2c(c(Nc3ccc(O)cc3)n3c1nc1ccccc13)CCC2`?
ERK EGF inh: 3%

Results for COC(=O)N[C@@H](c1cccc(F)c1)C(C(C)=O)C(=O)OC (stereo partly drawn) ?
ERK EGF inh: -14%

How did CC(Sc1nc(N)cc(=O)[nH]1)C(=O)Nc1sc2c(c1C#N)CCCC2 (stereo not drawn) do in these assays?
ERK EGF inh: -3%

What do the screens show for `Cc1ccc(/C=N/NC(=O)CNC(=O)COc2ccccc2)cc1`?
ERK EGF inh: 7%

What do the screens show for `Clc1cccc(C2=NOC(c3nnc(-c4ccccc4)o3)C2)c1` (stereo not drawn)?
ERK EGF inh: -7%[57.5 µM]

How did CCNC(=S)N/N=C/c1sc(N2CCCCC2)nc1-c1cccs1 do in these assays?
ERK EGF inh: 15%

What do the screens show for `CCC(C)(C)NC(=O)CN(C(=O)c1snc(C(N)=O)c1N)c1ccc2nc(C)sc2c1`?
ERK EGF inh: -8%

How did Cc1cc(C)n(C(=O)c2ccc([N+](=O)[O-])cc2N)n1 do in these assays?
ERK EGF inh: -1%

How did CCOC(=O)c1c(NC(=O)/C=C/C(=O)O)sc(C)c1-c1ccc(Cl)cc1 do in these assays?
ERK EGF inh: 0%

How did COc1ccccc1C1=NOC(COc2ccc3c(C)cc(=O)oc3c2)C1 (stereo not drawn) do in these assays?
ERK EGF inh: inconclusive

How did CCOC(=O)COc1ccccc1/C=C1\NC(=O)NC1=O do in these assays?
ERK EGF inh: 3%

What do the screens show for `CCOC(=O)N/N=C\C=C\c1ccc2c(c1)OCO2`?
ERK EGF inh: 5%

How did O=C(COC(=O)C1CCN(S(=O)(=O)c2cccs2)CC1)Nc1ccccc1Br do in these assays?
ERK EGF inh: 14%

What do the screens show for `CN(/N=C/c1cc(Cl)cc(Cl)c1O)c1c(Cl)cccc1[N+](=O)[O-]`?
ERK EGF inh: -1%[57.5 µM]

What do the screens show for `CC(C)(C)NC(=O)CSc1nnc(-c2ccncc2)o1`?
ERK EGF inh: 19%

Results for O=c1cc(-c2cccc(Br)c2)oc2cccc(O)c12 ?
ERK EGF inh: 3%[57.5 µM]

How did Cc1ccc(C(=O)/C=C/NCc2ccc(F)cc2)cc1 do in these assays?
ERK EGF inh: 6%

How did O=C(COC(=O)c1ccc(N2CCOCC2)c([N+](=O)[O-])c1)Nc1ccc2c(c1)OCO2 do in these assays?
ERK EGF inh: -1%

How did Cc1cc(NC(=O)/C=C/c2cccc(F)c2)n(-c2nc3ccccc3[nH]2)n1 do in these assays?
ERK EGF inh: -2%

What do the screens show for `CN=c1scc(-c2cc(OC)ccc2OC)n1/N=C/c1c(C)[nH]c2ccccc12`?
ERK EGF inh: -1%

How did COc1ccc(N2CCN(S(=O)(=O)c3ccc(Cl)s3)CC2)cc1 do in these assays?
ERK EGF inh: 4%

What do the screens show for `O=C(CCCN1C(=O)/C(=C/c2cccs2)SC1=S)Nc1ccccn1`?
ERK EGF inh: 3%

What do the screens show for `COc1ccc2c(=O)c(Oc3ccc(C(=O)O)cc3)c(C(F)(F)F)oc2c1`?
ERK EGF inh: -8%

How did CCN(CC)S(=O)(=O)c1cccc(-c2n[nH]c(=S)n2/N=C/c2ccc(C(=O)OC)cc2)c1 do in these assays?
ERK EGF inh: 7%

How did N#Cc1ccc(N2C(=O)[C@@H]3C(C(=O)c4ccc5ccccc5n4)=NN[C@@H]3C2=O)cc1 do in these assays?
ERK EGF inh: -1%

What do the screens show for `O=C(Cn1nc(-c2ccccc2)c2ccccc2c1=O)Nc1cccc(O)c1`?
ERK EGF inh: -14%[57.5 µM]

Results for CCN(C(=O)CSc1nc2cc(C(F)(F)F)ccc2n1Cc1ccccc1)C1CCS(=O)(=O)C1 (stereo not drawn) ?
ERK EGF inh: -2%

Results for O=C1C=C(NC2CCCC2)CC(c2ccccc2)C1 (stereo not drawn) ?
ERK EGF inh: -1%

How did Cc1ccc(-c2csc(NC(=O)Cn3[nH]c(=O)c4ccccc4c3=O)n2)cc1 do in these assays?
ERK EGF inh: 8%

How did O=C(C1=C[C@@H](c2ccc(Br)cc2)C[C@@H](OCc2ccc(CO)cc2)O1)N1CCN(Cc2ccccc2)CC1 do in these assays?
ERK EGF inh: -5%[57.5 µM]

How did Cc1noc(C)c1C(=O)N1CCC[C@@]2(CCN(c3ncccn3)C2)C1 do in these assays?
ERK EGF inh: -3%

Results for Cc1ccc(CN(C)C(=O)c2cc(COc3ccc(F)cc3Cl)on2)o1 ?
ERK EGF inh: 7%

Results for CS(=O)(=O)c1ccc(C(=O)NC2CCCc3ccccc32)cc1 (stereo not drawn) ?
ERK EGF inh: 8%

What do the screens show for `Cc1cc(C)c(C(=O)C[n+]2cccc(C(N)=O)c2)c(C)c1`?
ERK EGF inh: -12%[57.5 µM]

What do the screens show for `Cc1ccc(N(CC(=O)NCc2ccc(F)cc2)C(=O)c2csnn2)c(C)c1`?
ERK EGF inh: 1%

What do the screens show for `O=C(C1=C(O)C(=O)N(CCCN2CCOCC2)C1c1ccncc1)c1cc2ccccc2o1` (stereo not drawn)?
ERK EGF inh: -6%

How did COc1ccc(C(=O)C(C)OC(=O)c2cccc(S(=O)(=O)Nc3cc(Cl)c(OC)cc3OC)c2)cc1 (stereo not drawn) do in these assays?
ERK EGF inh: 4%

Results for CCCC[C@@H]1C[C@H]1[C@@H](NC(=O)c1cccs1)c1ccc(Cl)cc1 ?
ERK EGF inh: -3%

How did COc1ccc2cc(S(=O)(=O)N3CCCCCC3)ccc2c1 do in these assays?
ERK EGF inh: -15%

Results for COc1ccccc1C1c2[nH]c3ccccc3c2CCN1Cc1cnc(C)s1 (stereo not drawn) ?
ERK EGF inh: 1%

What do the screens show for `O=C(NCc1ccc(F)cc1)C1(c2cccs2)CCOCC1`?
ERK EGF inh: -4%

Results for Cc1ccc(C(=O)N/N=C2\SCC(=O)N2c2cc(C)ccc2C)cc1 ?
ERK EGF inh: inconclusive

What do the screens show for `COc1ccc(NC(=S)N/C(=N/S(=O)(=O)c2ccc(C)cc2)c2ccccc2)cc1`?
ERK EGF inh: -3%

Results for Cc1nonc1C1CCCN1Cc1nc(-c2ccc(F)cc2F)oc1C (stereo not drawn) ?
ERK EGF inh: -11%

What do the screens show for `Cc1ccc(C)c(-n2c(-c3ccc(Br)cc3)csc2=NC(=O)c2ccccc2F)c1`?
ERK EGF inh: -2%[57.5 µM]

Results for CCN(CC)C(=S)Oc1ccc(Cl)cc1Cl ?
ERK EGF inh: -5%[57.5 µM]

What do the screens show for `O=S(=O)(c1ccccc1)N1CCC2(CC1)CO2`?
ERK EGF inh: inconclusive

How did COC(=O)CNC(=O)C1(C)C=CC2(CCCCC2)N1C(=O)OC (stereo not drawn) do in these assays?
ERK EGF inh: 4%

What do the screens show for `Cc1ccc(NC(=O)NCC2CCN(Cc3cccc(Cl)c3)CC2)cc1Cl`?
ERK EGF inh: inconclusive

What do the screens show for `c1ccc(C2=NNC(c3ccco3)=Nc3ccccc32)cc1`?
ERK EGF inh: 15%

What do the screens show for `Cc1onc(-c2ccccc2)c1C(=O)NC(=S)NNC(=O)c1ccc(O)cc1`?
ERK EGF inh: 14%

How did CN(C)/C=C/c1onc(-c2ccccc2Cl)c1C#N do in these assays?
ERK EGF inh: -2%

How did CC(C)C1OC(c2cccc(NC(=O)c3cccs3)c2)OCC1(C)C (stereo not drawn) do in these assays?
ERK EGF inh: inconclusive

Part of the list above in order of heavy-atom count, falling:
How did COc1ccc(C(=O)C(C)OC(=O)c2cccc(S(=O)(=O)Nc3cc(Cl)c(OC)cc3OC)c2)cc1 (stereo not drawn) do in these assays?
ERK EGF inh: 4%

What do the screens show for `O=C(C1=C(O)C(=O)N(CCCN2CCOCC2)C1c1ccncc1)c1cc2ccccc2o1` (stereo not drawn)?
ERK EGF inh: -6%

Results for COc1ccccc1C1c2[nH]c3ccccc3c2CCN1Cc1cnc(C)s1 (stereo not drawn) ?
ERK EGF inh: 1%

What do the screens show for `Cc1ccc(NC(=O)NCC2CCN(Cc3cccc(Cl)c3)CC2)cc1Cl`?
ERK EGF inh: inconclusive

Results for Cc1nonc1C1CCCN1Cc1nc(-c2ccc(F)cc2F)oc1C (stereo not drawn) ?
ERK EGF inh: -11%

Results for Cc1ccc(C(=O)N/N=C2\SCC(=O)N2c2cc(C)ccc2C)cc1 ?
ERK EGF inh: inconclusive

Results for CCCC[C@@H]1C[C@H]1[C@@H](NC(=O)c1cccs1)c1ccc(Cl)cc1 ?
ERK EGF inh: -3%

What do the screens show for `O=C(NCc1ccc(F)cc1)C1(c2cccs2)CCOCC1`?
ERK EGF inh: -4%

How did CN(C)/C=C/c1onc(-c2ccccc2Cl)c1C#N do in these assays?
ERK EGF inh: -2%

What do the screens show for `O=S(=O)(c1ccccc1)N1CCC2(CC1)CO2`?
ERK EGF inh: inconclusive

Results for CCN(CC)C(=S)Oc1ccc(Cl)cc1Cl ?
ERK EGF inh: -5%[57.5 µM]

Continuation.
How did CC(C)(C)OC(=O)N[C@@H](Cc1ccccc1)C(=O)NCC1CCC(C(=O)O)CC1 (stereo partly drawn) do in these assays?
ERK EGF inh: 13%[57.5 µM]

How did COCCCNC(=O)/C=C/c1ccc(OCc2c(F)cccc2Cl)cc1 do in these assays?
ERK EGF inh: -5%

Results for Cc1ccc(NC(=S)N/N=C/c2c(C)[nH]c3ccccc23)cc1 ?
ERK EGF inh: -4%

How did O=C(COC(=O)c1ccc(F)cc1F)Nc1ncccn1 do in these assays?
ERK EGF inh: -8%[57.5 µM]

Results for c1ccc2c(-c3nn[nH]n3)cccc2c1 ?
ERK EGF inh: -13%

How did CCOc1ccc(NC(=O)c2ccccc2O)cc1 do in these assays?
ERK EGF inh: 0%

How did Cc1cccc(N2C(=O)CC(Sc3ccccc3C(=O)O)C2=O)c1 (stereo not drawn) do in these assays?
ERK EGF inh: 5%

Results for O=C(CC(c1ccccc1)c1cc(Br)ccc1O)N1CCCC1 (stereo not drawn) ?
ERK EGF inh: 7%

Results for Clc1cc(-c2ccc(/C=N/n3cnnc3)o2)ccc1Br ?
ERK EGF inh: 1%[57.5 µM]

What do the screens show for `COc1ccc(C(=O)Cn2c(NCCO)nc3ccccc32)cc1OC`?
ERK EGF inh: 4%

What do the screens show for `O=C(N/N=C1/CC2C=CCC12)c1ccco1` (stereo not drawn)?
ERK EGF inh: -7%

A portion of the library; the hit share may differ from the screen's.
